# GRK2 inh – compounds blocking aptamer binding on GRK2 – biochemical, human GRK2, bead flow cytometry, HTS, primary screen | FAM-aptamer displacement from GRK2 | inhibition of aptamer binding, % at 10 µM | hit rate 0.59% among 330,000 | Beta-adrenergic receptor kinase 1 (Homo sapiens), P25098;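 active = inhibition of aptamer binding above 40%, roughly 3 SD of noise, on plates passing a quality check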;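 note: median bead fluorescence of bound FAM aptamer so fluorescent compounds give negative values; no value below 0 was filed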
# AGP1-GFP MLPCN – modulators of AGP1-GFP expression in yeast TOR pathway, primary screen, cell-based, multiplex flow cytometry, S. cerevisiae, MLPCN library. 3 h; GFP as percent of DMSO wells. GFP response vs DMSO, % at 10 µM. hit rate 0.02% among 320,000;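 active = GFP response relative to DMSO above a set limit, near screen average plus 3 SD, cut at about 150% in these data; inconclusive = fewer than 70 cells counted for the yeast strain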;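 note: median GFP channel fluorescence of the gated AGP1 strain per well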
# GLD-1 TGE inh – GLD-1/TGE RNA complex disruptors, primary screen, biochemical, fluorescence polarization; Female germline-specific tumor suppressor gld-1 (Caenorhabditis elegans), Q17339; purified GLD-1 + fluorescein TGE RNA; inhibition, % at 5.96 µM; hit rate 0.44% among 320,000; AID 2280, 2010;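 active = percent inhibition above a per-plate cutoff, the plate mean of test compounds plus 3 SD, cut at about 30% in these data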;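 note: 0% = DMSO wells with GLD-1 and probe and 100% = wells lacking GLD-1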
# Target sequence (Q17339 whole entry, looked up): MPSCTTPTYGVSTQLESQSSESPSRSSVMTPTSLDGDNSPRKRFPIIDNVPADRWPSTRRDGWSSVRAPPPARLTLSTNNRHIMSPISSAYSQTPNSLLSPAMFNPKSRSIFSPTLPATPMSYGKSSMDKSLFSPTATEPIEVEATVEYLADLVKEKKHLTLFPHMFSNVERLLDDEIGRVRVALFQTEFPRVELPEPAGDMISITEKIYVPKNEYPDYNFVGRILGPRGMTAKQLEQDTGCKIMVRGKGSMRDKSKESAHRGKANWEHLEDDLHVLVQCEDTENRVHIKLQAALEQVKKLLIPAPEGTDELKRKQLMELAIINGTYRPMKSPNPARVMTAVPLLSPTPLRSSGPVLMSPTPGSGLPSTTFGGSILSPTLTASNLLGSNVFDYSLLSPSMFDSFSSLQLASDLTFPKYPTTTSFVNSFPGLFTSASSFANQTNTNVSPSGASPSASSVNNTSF
# MCL1 BIM primary – inhibitors of MCL1 binding to BIM-BH3, primary screen, biochemical, fluorescence polarization; Induced myeloid leukemia cell differentiation protein Mcl-1 (Homo sapiens), Q07820; GST-MCL1 / FITC-Bim-BH3 fluorescence polarization; inhibition, % at 10.9 µM; hit rate 0.68% among 320,000;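 active = inhibition above the mean inhibition of all tested compounds plus 3 SD, set per campaign, cut at about 40% in these data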;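 note: 0% = DMSO wells and 100% = unlabeled Bim-BH3 peptide control; higher means more loss of mP so more displacement of Bim peptide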
# Target sequence (Q07820 whole entry, looked up): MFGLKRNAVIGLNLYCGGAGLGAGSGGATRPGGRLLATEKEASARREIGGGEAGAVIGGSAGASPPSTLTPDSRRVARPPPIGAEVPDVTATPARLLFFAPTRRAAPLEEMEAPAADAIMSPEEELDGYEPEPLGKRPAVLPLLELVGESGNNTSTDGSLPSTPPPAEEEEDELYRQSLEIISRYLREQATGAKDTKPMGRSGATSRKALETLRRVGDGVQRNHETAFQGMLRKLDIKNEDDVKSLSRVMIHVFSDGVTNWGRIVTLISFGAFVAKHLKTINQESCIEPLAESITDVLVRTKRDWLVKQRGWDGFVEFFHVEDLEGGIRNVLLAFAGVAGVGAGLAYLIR
# MEX-5 binding – MEX-5 zinc finger RNA-binding disruptors – biochemical, C. elegans, fluorescence polarization, MLPCN library, primary screen; Zinc finger protein mex-5 (Caenorhabditis elegans), Q9XUB2; MEX-5/FITC-TCR2 RNA binding; active compounds read low; activity score (negative = inhibition of binding), % at 10 µM; hit rate 0.38% among 300,000; AID 1832, 2009;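 active = inhibition past about -25% in most replicates, and total fluorescence under double the plate's negative control median, limit read from the data; inconclusive = replicates evenly split on the limit, or fluorescence at least double controls; inactive = too little inhibition in most replicates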;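 note: 0% = DMSO and -100% = 5 µM competing unlabeled TCR2 RNA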
# BCLXL inh – inhibitors of human Bcl-xL, primary screen, biochemical, fluorescence polarization, HTS; hit rate 0.7% among 320,000; GST-Bcl-xL / FITC-Bim BH3 peptide fluorescence polarization; AID 2129, 2009; inhibition, % at 10.9 µM;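 active = inhibition above the mean of all tested compounds plus 3 SD, cutoff set per campaign, cut at about 30% in these data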;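 note: 0% = DMSO wells and 100% = unlabeled Bim-BH3 peptide competitor; inhibitors lower millipolarization by displacing the labeled peptide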
# Target sequence (Q07817 whole entry, looked up): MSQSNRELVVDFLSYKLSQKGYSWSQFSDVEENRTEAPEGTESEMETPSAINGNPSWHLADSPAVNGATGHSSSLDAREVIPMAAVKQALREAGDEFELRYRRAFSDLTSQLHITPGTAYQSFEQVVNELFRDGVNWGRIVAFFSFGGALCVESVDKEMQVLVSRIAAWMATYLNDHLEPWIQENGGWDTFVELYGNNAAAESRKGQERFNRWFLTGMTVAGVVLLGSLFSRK
# CIT2-GFP yeast – modulators of CIT2-GFP expression in yeast, primary screen, S. cerevisiae, GFP fusion, multiplex flow cytometry, MLPCN library | hit rate 0.065% among 320,000 | AID 2029, 2009 | GFP response vs DMSO, % at 10 µM | S. cerevisiae CIT2-GFP strain, 3 h; 100 means same as DMSO wells;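 active = GFP response relative to DMSO above a set limit, near the screen mean plus 3 SD, cut at about 150% in these data; inconclusive = Fewer than 70 cells measured for a yeast strain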;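 note: ratio of well median GFP fluorescence to mean of DMSO wells on the plate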
# VLA-4 inh – inhibition in human VLA-4 binding assay, primary screen, VLA-4 allosteric modulator project, MLPCN library, flow cytometry, VLA-4 expressing cells; Integrin alpha-4 (Homo sapiens), P13612; ligand binding flow cytometry; inhibition, % (about 7 µM as worked out from the volumes in the protocol); hit rate 0.2% among 330,000; in the data active = inhibition above about 50%
# Yeast superoxide – reduction of superoxide in aged yeast, primary screen, HTS | superoxide response (% of plate mean), % at 10 µM | S. cerevisiae aged cells, superoxide DHE fluorescence; active compounds read low | AID 2690, 2010 | hit rate 0.18% among 330,000;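 active = superoxide response under a set limit, about three screen SD below normal, cut at about 65% in these data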;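 note: yeast aged for seven days with compound at 30 °C before DHE staining; 100% = average MFI of all compound-treated wells on the plate with controls excluded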
# * hit, by the source's call; ? = inconclusive; nt = no result given; & = joins results of further samples; [ ] = another dose, or the depositor's remark. Not all compounds are listed. The share of hits here may be higher or lower than overall.
# Start of the listing, in advance:
SMILES,GRK2 inh,AGP1-GFP MLPCN,GLD-1 TGE inh,MCL1 BIM primary,MEX-5 binding,BCLXL inh,CIT2-GFP yeast,VLA-4 inh,Yeast superoxide
O=C1NC(=O)C(=Cc2ccc(OCC(=O)N3CCOCC3)cc2)C(=O)N1,0.0,91.4,6.5,3.9,-1.6,6.6,110.1,7.2,96.5
CN(C)C(=O)Oc1ccc(NC(=O)N2CCOCC2)cc1,4.0,100.7,5.2,13.8,-0.5,2.2,106.3,16.6,106.1

# The listing, previewed entries included:
SMILES,GRK2 inh,AGP1-GFP MLPCN,GLD-1 TGE inh,MCL1 BIM primary,MEX-5 binding,BCLXL inh,CIT2-GFP yeast,VLA-4 inh,Yeast superoxide
O=C1NC(=O)C(=Cc2ccc(OCC(=O)N3CCOCC3)cc2)C(=O)N1,0.0,91.4,6.5,3.9,-1.6,6.6,110.1,7.2,96.5
CN(C)C(=O)Oc1ccc(NC(=O)N2CCOCC2)cc1,4.0,100.7,5.2,13.8,-0.5,2.2,106.3,16.6,106.1
Oc1ccc(-[n+]2c(-c3ccccc3)cc(-c3ccccc3)cc2-c2ccccc2)cc1,0.0,103.2,8.5,-2.5,0.5,9.0,97.5,5.7,92.9
Cc1nc2ccccc2c(=O)n1-c1ccc(Cl)cc1Cl,1.0,100.4,6.8,2.0,0.3,4.5,92.4,24.4,103.2
COC(=O)C1=C(c2cccc(C#N)c2)C[C@@H]2CC[C@H]1N2C(=O)NCCNC(C)=O,2.0,92.8,6.5,-6.8,nt,-5.5,92.7,9.6,80.5
O=c1[nH]c(=O)n(-c2cccc3ccccc23)c(O)c1C=NCCCn1ccnc1,1.0,91.5,2.7,1.7,1.9,4.4,92.8,3.6,90.3
CCC(=NCCO)c1c(O)n(C2CCCCC2)c(=O)[nH]c1=O,0.0,93.4,4.9,-4.0,0.1,-2.7,94.9,-6.6,95.8
NCCc1c(Cc2ccccc2)[nH]c2ccccc12,0.0,102.7,3.9,6.5,2.5,5.6,98.9,-5.7,103.6
CCCN1CCc2cccc3c2[C@H]1Cc1ccc(O)c(O)c1-3,4.0,97.8,15.5,46.1*,-84.1*,32.2*,89.7,10.2,33.0*
O=[N+]([O-])c1ccc(CNCCc2ccccc2)cc1,0.0,19.4[may fluoresce violet],-11.1,-1.2,-1.4,-1.3,?,16.7,103.9
Cc1cccc(Cn2cc(C=O)c3ccccc32)c1,6.0,97.2,6.4,-3.2,-2.0,4.3,94.4,8.6,75.7
OCCNc1c2c(nc3ccccc13)CCCC2,1.0,95.7,4.4,-0.3,1.5,2.8,91.7,8.0,101.7
CCCCOc1ccc(CN2CCN(CC)CC2)cc1,0.0,nt,7.8,5.3,0.0,1.1,111.4,-4.3,105.7
COc1cc(CN=C(C)c2c(O)n(C3CCCCC3)c(=O)[nH]c2=O)cc(OC)c1,1.0,99.5,1.7,-5.2,-1.2,4.6,96.6,5.8,95.8
CC(=O)Nc1ccc(S(=O)(=O)NC(CC(=O)N2CCC3(CC2)OCCO3)C(C)C)cc1 (stereo not given),0.0,78.5,3.5,-1.3,-1.3,1.5,94.8,1.1,103.7
COC(=O)C1=C(c2ccc3ccccc3c2)C[C@@H]2CC[C@H]1N2C(=O)NC1CC1,0.0,104.7,-4.9,1.9,nt,3.0,105.6,1.9,119.6
Cc1cccc(-n2c(O)c(C=Nc3ccc(S(N)(=O)=O)cc3)c(=O)[nH]c2=O)c1,0.0,93.9,-31.6,-15.9,2.1,-14.0,87.1,2.9,103.8
CN(C(=O)Oc1ccc([N+](=O)[O-])cc1)c1ccccc1,0.0,99.4,4.2,-9.5,0.7,-2.0,100.1,-1.9,89.5
COc1ccc(CCNCc2sccc2C)cc1OC,0.0,97.7,-3.8,-3.0,3.7,-0.8,91.9,-3.6,103.9
O=C(c1ccc(F)cc1)N1CCC2(CC1)OCCO2,2.0,102.8,2.0,-3.4,2.3,2.4,103.8,5.5,100.9
CN1C(=O)N(C)C(=O)C2(Cc3ccccc3N3CCCC32)C1=O (stereo not given),2.0,103.0,11.6,11.7,-1.1,9.6,95.0,18.1,109.8
Cc1[nH]c2ccccc2c1CCN,0.0,100.0,5.0,-2.0,2.2,1.1,97.1,-1.7,95.8
C=C1[C@@H](C)[C@H]2[C@H](Cc3ccccc3)NC(=O)[C@]23OC(=O)/C=C/[C@H](O)CCC[C@@H](C)C/C=C/[C@H]3[C@@H]1O,0.0,88.3,-1.1,1.9,-4.4,0.5,86.6,47.9,100.5
CCC(=NCCN1CCOCC1)c1c(O)n(-c2ccccc2C)c(=O)[nH]c1=O,2.0,107.2,8.9,4.1,-0.8,0.5,113.8,10.5,100.3
COc1cc(Br)cc(CN2CCN(C)CC2)c1O,3.0,98.3,6.6,-1.6,-0.7,2.6,103.3,29.0,104.4
C/C(=N\NP(=S)(c1ccccc1)c1ccccc1)c1ccc(O)cc1O,2.0,98.3,-4.8,11.7,-0.2,2.9,94.9,-7.7,107.9
O=[N+]([O-])c1ccc(N2CCNCC2)cc1N1CCCCCC1,0.0,97.6,4.9,-2.1,-1.8,4.0,87.0,-5.5,141.0
C=CCn1c(O)c(C(C)=NCCc2ccccc2)c(=O)[nH]c1=O,1.0,96.0,10.6,-7.0,-1.7,2.6,95.9,5.2,104.5
CCCC[n+]1cc(/N=C(\[O-])OC)on1,0.0,96.9,4.6,1.5,-3.6,6.2,91.7,7.8,101.2
CN1CCC(OC(=O)c2cccc(F)c2)CC1,4.0,105.9,-3.1,12.0,2.0,2.5,101.4,27.3,100.4
CC1CCCN(CC(=O)c2ccc(Cl)c(Cl)c2)C1 (stereo not given),1.0,105.6,-4.2,-11.6,0.2,-4.4,97.9,23.0,107.1
CCN(c1ccc(C(O)(C(=O)OC)C(F)(F)F)cc1)S(=O)(=O)c1ccc(C)cc1 (stereo not given),4.0,94.9,-0.1,-3.4,0.7,1.8,100.0,13.6,94.4
OC[C@@H](O)CCl,0.0,91.6,0.4,5.5,1.4,2.1,100.3,-3.0,103.9
COC(=O)C1=C(c2ccc(F)cc2F)C[C@@H]2CC[C@H]1N2C(=O)NCCOc1ccc(OC)cc1,0.0,93.2,-4.7,2.6,nt,-0.6,90.2,15.9,103.3
COC(=O)C1=C(c2cc3ccccc3o2)C[C@@H]2CC[C@H]1N2C(=O)NCc1cccc2ccccc12,0.0,94.1,-1.2,2.0,0.6,-1.3,104.2,-2.9,99.2
CCCCCCn1c(N)c(C(=O)NCCN2CCOCC2)c2nc3ccccc3nc21,5.0,92.2,8.4,1.3,-0.1,-1.1,94.9,10.0,119.5
c1ccc(CCCN2CCN(CCOC(c3ccccc3)c3ccccc3)CC2)cc1,0.0,74.3,-1.8,9.2,-2.6,2.3,82.1,7.4,106.0
CCN(C(=O)CN1CC=C(c2ccccc2)CC1)c1c(N)n(Cc2ccccc2)c(=O)[nH]c1=O,0.0,102.8,5.3,-28.0,-0.9,-6.9,96.7,8.8,101.9
C=CCn1c(O)c(/C=C/C=Nc2ccccc2)c(=O)[nH]c1=O,0.0,103.5,-88.5,-104.3,-26.3*,-61.3,113.0,6.7,93.6
CC(C)n1cc(C(=O)N(CC(=O)NC(C)(C)C)Cc2ccccc2)cn1,0.0,95.7,6.3,-3.2,-2.2,1.2,106.7,-5.6,96.5
c1coc(CNCCc2c[nH]c3ccccc23)c1,28.0,100.2,6.9,7.6,1.6,8.6,100.0,-1.8,97.6
CC(=O)OC[C@]12CCC(C)=C[C@H]1O[C@@H]1[C@H](O)[C@@H](OC(C)=O)[C@@]2(C)[C@]12CO2,0.0,96.4,2.9,0.0,nt,2.3,96.9,3.5,66.3
CC(=O)OC1(c2ccccc2)CCN(C)C2CCCCC21 (stereo not given),0.0,108.3,5.0,2.8,3.4,-2.3,95.0,16.3,117.2
Cc1cccc(-n2c(-c3cccs3)nc3ccccc3c2=O)c1,5.0,100.4,-0.2,4.2,-1.0,2.0,92.6,-10.9,120.8
Cc1cccc(N2CCc3c2nc2ccccc2c3N)c1,0.0&0.0,33.5&102.1,10.7&-11.8,11.0&4.8,-1.6,16.0&11.2,111.1&97.8,2.8&-25.8,86.2&92.9
O=C(Cc1ccc([N+](=O)[O-])cc1)N1CCN(Cc2ccc3c(c2)OCO3)CC1,0.0,96.6,2.4,-5.6,0.0,1.5,95.0,10.7,91.6
CCc1ccc(N2C(=O)NC(=O)C(CCc3ccncc3)(CCc3ccncc3)C2=O)cc1,0.0,110.3,0.5,1.3,5.1,-0.8,111.4,-2.8,95.4
COc1ccc(SCC2CN(C)CCC2c2ccc(F)cc2)cc1 (stereo not given),0.0,105.1,-2.7,1.0,-0.6,6.2,99.1,3.9,90.4
CCC1C(c2ccccc2)NC(c2ccccc2)CC1(O)c1ccc(F)cc1 (stereo not given),1.0,106.1,2.7,2.5,0.5,-0.5,100.6,6.7,98.2
CCC(=NCC1CCCO1)c1c(O)n(-c2ccccc2)c(=O)[nH]c1=O (stereo not given),4.0,99.1,-2.0,-7.1,-0.1,-2.0,101.9,-0.6,91.9
CN(C)c1ccc(C=C2C(=O)NC(=S)NC2=O)cc1[N+](=O)[O-],1.0,96.4,3.4,32.7,nt,17.6,100.0,7.2,119.2
CCC(=O)OC(Cc1ccccc1)(c1ccccc1)[C@H](C)CN(C)C (stereo not given in full),0.0,97.7,4.0,nt,nt,nt,96.8,2.2,93.4
Cc1cc(-c2ccccc2)cc(-c2ccccc2)[n+]1CCc1ccccc1,0.0,91.1,3.8,2.1,-0.1,1.6,96.5,23.2,95.2
COCCN1Cc2cc(=O)n3c([nH]c4ccccc43)c2C1=N,0.0,101.5,-6.6,-1.9,-2.8,3.2,95.6,14.4,91.5
Cc1ccc2c(c1)C1CN(C)CCC1N2C(=O)c1cccnc1Cl (stereo not given),1.0,107.6,-6.5,-9.0,1.6,-7.2,103.0,9.6,109.9
COC(=O)C1=C(c2ccc(-c3ccccc3)c(F)c2)C[C@@H]2CC[C@H]1N2C(=O)NCc1ccc(F)cc1,0.0,97.3,1.3,6.0,nt,5.0,87.9,0.0,93.2
COc1ccc(CN2CCCC(C(=O)c3ccccc3SC)C2)cc1O (stereo not given),1.0,75.2,7.1,2.3,1.9,0.8,93.3,-1.6,91.4
COc1ccc(CCn2c(O)c(C=NCCCN(C)C)c(=O)[nH]c2=O)cc1OC,0.0,95.2,8.8,-2.2,-0.6,-2.0,96.8,0.5,119.0
CCCCCC[N+](=O)[O-],0.0,97.7,-2.0,-1.4,nt,2.2,89.7,5.1,81.0
COC(=O)C1=C(c2ccccc2OCc2ccccc2)C[C@@H]2CC[C@H]1N2C(=O)NCc1ccc([N+](=O)[O-])cc1,1.0,99.5,-3.2,1.4,nt,0.0,94.1,11.3,98.3

# Screens from PubChem.
